TSHR antagonist: blocks TSH signaling through the human TSH receptor; TSHR-expressing cells, TSH-stimulated cAMP HTRF, 2 h; active compounds read low; AID 504810; activity change, negative = inhibition, % at 11.5 µM; P16473; 330,000 compounds, 0.2% hits;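 active = activity change below a set negative limit, meaning inhibition stronger than a set level, cut at about -70% in these data; inconclusive = activity change between two set negative limits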; also: % is scaled to controls: 0 for no effect and ±100 for the full control effect
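Freshly harvested TSHR cells receive pin-tooled compound, then EC80 TSH at 4nM final. After 2 hours at 37 deg C, antibody in lysis buffer and cAMP-d2 are added; 30 minutes at ambient temperature precede the HTRF read.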
ELG1 DNA repair: ELG1-dependent DNA repair inhibition; HEK293T ELG1-luciferase reporter, luminescence, 16 h; DNA damage induced by 5-fluorouridine; Potency, µM (titrated, usually from 46.1 µM), for inactives: at the highest dose activity change, negative = inhibition, hits mostly inhibitors; 330,000 compounds, 2.3% hits; also: potency is read from the fitted curve at half-maximal effect; % is scaled to controls: 0 for no effect and ±100 for the full control effect; nearly all actives have a fitted effect of over 55% in size
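5-Fluorouridine DNA damage + compound/DMSO, 2,000 cells/well, 16 h, 37 °C/5% CO2. ONE-Glo, 30 min RT, luminescence. Readout = decrease in reporter signal.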
S-ASM inh: human S-ASM enzyme inhibition | placental ASM, HMU-PC fluorogenic substrate, 60 min | P17405 | AID 504937 | 340,000 compounds, 0.006% hits | Potency, µM (top dose mostly 57.5 µM), for inactives: top-dose activity change, negative = inhibition, usual class: inhibitors; also: potency is read from the fitted curve at half-maximal effect
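HMU-PC0 cleavage (9 uM final) by human placental ASM, 60 min at 37 °C following 10 min compound exposure at RT; stopped at pH 10, fluorescence Ex 386/Em 447 nm.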
Eya2 phos inh: inhibitors of human Eya2 phosphatase activity | O00167 | recombinant Eya2, OMFP fluorescence dephosphorylation (OMFP is methylfluorescein phosphate) | Potency, µM (top dose mostly 76.9 µM), for the others: at the top dose activity, negative = inhibition, usual class: inhibitors | 330,000 compounds, 0.006% hits | AID 488837; also: potency is read from the fitted curve at half-maximal effect; % is scaled to controls: 0 for no effect and ±100 for the full control effect
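Eya2 protein (added as 0.2 uM solution) was preincubated with compound for 10 min at ambient temperature in 50 mM HEPES pH 7.5, 50 mM NaCl, 5 uM MgCl2, 0.05% BSA, 1 mM DTT. OMFP (added at 50 uM) then reacted 10 min; fluorescence read at 485/525 nm.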
Tb PFK block: inhibitors of T. brucei phosphofructokinase; O15648; T. brucei PFK, ADP-Glo luminescence; Potency, µM (doses to about 57.5 µM), for inactives: at the top dose activity, negative = inhibition, usual class: inhibitors; 330,000 compounds, 0.17% hits;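 also: potency is read from the fitted curve at half-maximal effect; 0% = uninhibited 1x PFK enzyme wells and -100% = no-enzyme wells; nearly all actives have a fitted effect of over 60% in size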
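PFK 1.25 nM, F6P 0.5 mM, ATP 0.1 mM, 0.1 M TEA pH 8.0, 5 mM MgCl2, 0.01% Tween20, 0.1% BSA; 45 min RT. ADP-Glo readout. qHTS titration up to 57 uM; curves fitted, compounds curve-classed.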
A-T KAP1 phos: candidate therapy for ataxia-telangiectasia | 320,000 compounds, 0.19% hits | […] A-T fibroblasts, KAP-1 phosphorylation AlphaLISA; neocarzinostatin DNA damage 30 min before lysis | Potency, µM (titrated, usually from 57.5 µM), without a hit: at the highest dose activation, usual class: activators | AID 485349; also: potency is read from the fitted curve at half-maximal effect; % of control where 0% means no effect; nearly all actives have a fitted effect of over 45% in size
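hTERT-immortalized A-T patient fibroblasts ([…]), 500 cells/well in OPTI-MEM, 1% FBS, got compounds for 60 min, then NCS for 30 min at 37C. Lysates were then assayed for phospho-KAP-1 by AlphaLISA (anti-pKAP1 donor, anti-KAP1 acceptor beads), 6 hr at 25C.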
TCR act: activates T cell receptor signaling; Potency, µM (highest dose often 9.22 µM), without a hit: top-dose activation of IL-2 secretion, usual class: activators; primary human leukocytes, anti-CD3, IL-2 HTRF, 48 h; AID 504894; 330,000 tested, under 10 active; also: % of control where 0% means no effect
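HTRF read-out of IL-2 secretion: europium cryptate donor excited at 320nm, d2 acceptor emission at 665nm. Cells were primary human leukocytes incubated 48 hr with compounds and a-CD3 beads, supplying TCR signal only.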
Chronic BCR inh: blocks chronic active B-cell receptor signaling. Potency, µM (titrated, usually from 46.1 µM), inactives show top-dose ratio change, negative = lower green/red ratio, most hits filed as inhibitors. 340,000 compounds, 0.05% hits. ABC-DLBCL IkBa-CBG/CBR reporter, luminescence ratio, 4 h. AID 493014; active = well fitted inhibition curve with a large enough effect in the signal ratio, with a control signal flat, not every such curve was filed as active; inconclusive = small, poorly fitted or top-dose-only effect, or effect the other way, or a change in a side signal; the % refers to the signal ratio;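 also: potency is read from the fitted curve at half-maximal effect; plate controls were basal doxycycline-induced cells for no effect and cells given 10 µM MG132 for full effect; MG132 reads +100%, hits lower the ratio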
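Cell line TMD8 (human ABC DLBCL), stably expressing tet-inducible CBG68-IkBa fusion and CBR; IMDM/0.5% FBS; cpd up to 46 uM; dox induction, 4 h, 37C/5% CO2; dual luminescence; green/red ratio; MG132 control.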
PTAP TSG101 blk: blocks PTAP/TSG101 interaction to inhibit HIV-1 budding; Q99816; Fluorescence polarization, FITC-PTAP peptide / Tsg101 binding; Potency, µM (titrated, usually from 115 µM), inactives show top-dose activity change, negative = inhibition, most hits filed as inhibitors; 340,000 tested, under 10 active; AID 493005; active = well fitted inhibition curve with a large enough effect in the main read-out, with a control signal flat, not every such curve was filed as active; inconclusive = small, poorly fitted or top-dose-only effect, or effect the other way, or a change in a side signal; inactive = no such curve, though single readings can be large or run the other way; also: potency is read from the fitted curve at half-maximal effect; % of control where 0% means no effect
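Tsg101 binding domain (10 uM final) was mixed with compound and a FITC-labeled PTAP peptide (50 nM final) in HEPES pH 7.5 buffer with NaCl, Tween 20, EDTA and TCEP; fluorescence polarization was read after 20 min at r.t.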
Mito fusion act: mitochondrial division inhibition or fusion activation | S. cerevisiae fusion-defective mutant growth rescue, CellTiterGlo 48 h | Potency, µM (highest dose often 46.1 µM), for inactives: top-dose growth rescue (activation), actives largely listed as activators | 320,000 compounds, 0.23% hits;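 also: potency is read from the fitted curve at half-maximal effect; % of control where 0% means no effect; nearly all actives have a fitted effect of over 45% in size; temperature-sensitive fusion mutants such as fzo1-1 at 37 °C on non-fermentable ethanol glycerol medium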
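Yeast fusion mutant, YPEG (non-fermentable carbon), compound, 48 h at 37C non-permissive; CellTiterGlo added, 10 min RT, luminescence read. Rescued growth = division inhibition.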
a7 integrin act: activates integrin-mediated alleviation for muscular dystrophy; alpha7betagal myoblasts, beta-gal FDG fluorescence, 48 h; Potency, µM (top dose mostly 38.3 µM), inactives show at the top dose activation, most hits filed as activators; 350,000 compounds, 0.064% hits;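 also: potency is read from the fitted curve at half-maximal effect; 100% = response of the positive control SU9516; nearly all actives have a fitted effect of over 60% in size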
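Alpha7betagal+/- myoblasts (passage 13) were plated 16-24 hr, then exposed to compounds (1:260 dilution of DMSO stock) for 48 hours at 37C. After MPER lysis, β-galactosidase reporter activity was read as FDG fluorescence (ex 480/em 540) after 30 minutes.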
Active calls of the source: *; ? = inconclusive; / = no result given; & = joins results of further samples; [ ] = dose if it differs, or a comment. Unless noted, calls follow the shape of the dose curve; as a rule, active = well fitted curve in the direction sought with a large enough effect; inconclusive = small, poorly fitted or top-dose-only effect, or another doubt; inactive = no such curve, though single readings can be large; an effect the other way counts as inactive or inconclusive.

SMILES	TSHR antagonist	ELG1 DNA repair	S-ASM inh	Eya2 phos inh	Tb PFK block	A-T KAP1 phos	TCR act	Chronic BCR inh	PTAP TSG101 blk	Mito fusion act	a7 integrin act
COc1ccccc1NC(=S)NC1CCC(CC2CCC(NC(=S)Nc3ccccc3OC)CC2)CC1 (configuration not stated)	17.1	-6.0%	-2.4%	-27.6%	-1.2%	3.0%	-4.3%[46.1 µM]	4.1%	0.2%	2.3%	-5.9%
O=C(NN=C1CCCCC1)NC1CCCCC1	4.5	15.1%	3.3%	-8.3%	-6.8%	-1.4%	-2.9%[46.1 µM]	?	0.2%	-3.9%	19.2%
Cc1ccc(NC(=O)/C(=C\c2cccc([N+](=O)[O-])c2)NC(=O)c2cccs2)cc1	2.8	8.9%	2.3%	2.5%	2.0%	0.2%	2.7%	16.0%	-3.4%	-1.7%	6.8%
O=C(CSc1nc(-c2ccccc2)cc(=O)[nH]1)N1CCOCC1	/	/	2.7%	/	/	/	7.3%	/	-7.7%	-0.3%	3.8%
COC(=O)CCC(=O)OC1(C)C(=O)C=C2C=C(C3CC3)N(C3CCCC3)C=C2C1=O (configuration not stated)	-9.5	12.7%	10.4%	13.6%	0.7%	-9.7%	5.4%	-0.5%	-2.6%	-9.3%	5.3%
O=C(O)c1cc([N+](=O)[O-])cc2c1nnn2O	-7.2	-7.2%	-3.4%	0.3%	-6.4%	-14.9%	2.1%	?	-0.6%	-5.2%	-6.2%
Cc1csc(SCC(=O)c2c(N)n(CC(C)C)c(=O)n(C)c2=O)n1	-11.3	18.4µM*	-0.6%	-3.2%	-0.6%	8.1%	0.3%	14.4%	0.3%	2.2%	-19.1%
C=CCN1C(=O)C(=O)N(CC(=O)c2ccc3c(c2)CCCC3)C1=O	0.8	?	-4.5%	0.4%	-2.6%	8.6%	-4.5%	?	-1.8%	-3.5%	16.8%
CCN(CC(=O)Nc1ccc(NC(C)=O)cc1)C(=O)C12CC3CC(CC(Cl)(C3)C1)C2	7.5	-12.4%	1.7%	-7.6%	-4.6%	-0.4%	-20.1%	3.7%	-0.6%	1.6%	10.2%
O=C(CCCN1C(=O)C(c2ccccc2)Oc2cccnc21)Nc1ccccc1Cl (configuration not stated)	-2.9	-2.1%	-4.3%	-17.3%	-1.8%	-2.2%	-3.6%	?	-5.3%	?	-4.7%
CC(Sc1nc2c(c(=O)[nH]1)CCCC2)C(=O)Nc1ccccc1C#N (configuration not stated)	0.9	?	-0.4%	3.8%	-0.1%	5.3%	11.5%	-6.9%	-0.1%	10.2%	-6.7%
CCOC(=O)CN1CC23C=CC(O2)C(C(=O)Nc2ccc4c(c2)OCO4)C3C1=O (configuration not stated)	-0.9	?	1.0%	-1.0%	-0.1%	9.3%	1.6%[46.1 µM]	-4.1%	1.2%	-5.3%	24.5%
CNc1nc(C)c(C(=O)OCc2ccccc2)s1	-5.5	?	0.5%	19.7%	-0.4%	5.2%	0.5%	?	-2.1%	8.4%	-12.6%
CCC(=O)Nc1ccc(C(=O)NNC(=O)Cc2ccccc2)cc1	10.2	15.4%	8.1%	6.3%	0.7%	-2.4%	9.2%[46.1 µM]	-2.7%	-0.2%	-3.4%	0.4%
Cc1oc2c(C)c3oc(=O)c(CCC(=O)NCCCN4CCCC4=O)c(C)c3cc2c1C	-6.5	4.4%	54.3%[activator]	4.7%	1.2%	9.7%	0.2%	0.7%	-1.0%	-0.1%	-1.8%
COc1cccc(NC(=S)N(CCN(C)C)C(C)c2cccnc2)c1 (configuration not stated)	-3.4	8.2%	8.1%	-7.4%	-0.7%	-0.8%	1.5%	-2.1%	-0.9%	0.8%	-20.0%
O=C(CSc1nnc2c(Cl)cc(C(F)(F)F)cn12)NCc1ccc(F)cc1	32.8	-18.6%	2.5%	-1.6%	-3.1%	-5.9%	-3.3%[46.1 µM]	2.7%	0.1%	-4.9%	-17.6%
CN1CCc2c(sc(NC(=O)c3ccc(S(=O)(=O)N4CCOCC4)cc3)c2C(N)=O)C1	-4.5	-0.7%	26.9%	-22.9%	0.7%	-1.9%	3.8%	1.8%	6.0%	-0.6%	-3.9%
CN(C1CCCCC1)S(=O)(=O)c1ccc(NC(=O)C2CCCCC2C(=O)O)cc1 (configuration not stated)	-0.7	-18.5%	-1.3%	-18.6%	5.0%	4.7%	3.1%	1.1%	-1.4%	1.1%	0.0%
O=C(CSc1n[nH]c(=O)n1C1CC1)c1c[nH]c2ccccc12	14.7	?	2.4%	-11.1%	-3.8%	6.2%	-0.8%	-24.5%	1.2%	-4.1%	1.8%
N[C@@H](Cc1cc(I)c(Oc2ccc(O)c(I)c2)c(I)c1)C(=O)O	0.4&-7.2&10.9	-0.4%&4.7%&-3.9%	-13.0%&-9.4%	-8.4%&2.0%&1.4%	?	-15.9%&0.0%&-33.3%	43.5%&-9.0%	?	-2.4%&0.6%	26.2%&4.1%&-2.0%	/
O=C(c1ccco1)N1CCN(C(=O)c2cnn3c(C(F)(F)F)cc(-c4cccs4)nc23)CC1	-7.2	5.8µM*	104.5%[activator]	-0.8%	-1.8%	0.7%	-5.3%	?	-6.2%	4.7%	-22.3%
CN(C)c1ccc(C(CNS(=O)(=O)c2ccc(F)cc2)c2c[nH]c3ccccc23)cc1 (configuration not stated)	-14.2	-19.7%	-18.7%	-3.5%	-1.2%	-0.6%	3.9%[46.1 µM]	?	-2.7%	-0.8%	19.4%
Cc1cccc(OCC2=NS(=O)(=O)c3ccccc3N2)c1	9.4	0.0%	-7.7%	3.9%	1.7%	-1.0%	-3.4%	?	-1.8%	2.7%	-6.9%
COc1ccc(-c2nc(NC(C)=O)sc2-c2ccccc2)cc1	-0.2	20.6µM*	?	-13.3%	-17.1%	6.5%	10.1%	?	-3.7%	-2.1%	-13.8%
O=C(CCSc1ccccc1)NC1CCCC1	19.7	?	8.4%	27.5%	-3.5%	0.6%	-5.2%	-3.6%	-3.2%	-1.2%	14.2%
Cc1cc(C)n(/N=C/c2ccc(O)cc2)c(=O)c1C#N	-1.3	7.6%	-1.5%	-17.1%	-0.2%	4.1%	1.9%	-6.3%	-1.5%	8.6%	-12.7%
O=C(NCC1CCCO1)C(c1cccs1)N(Cc1cccs1)C(=O)Cn1nnc(-c2cccs2)n1 (configuration not stated)	1.2	?	-3.3%	-1.9%	1.7%	-6.9%	-0.5%[46.1 µM]	-3.4%	-2.1%	-1.0%	-21.1%
S=c1[nH]nc(-c2ccccc2Cl)n1/N=C/C=C/c1ccco1	-3.1	3.8%	-0.4%	2.1%	-10.0%	-3.5%	-5.7%	7.0%	-0.3%	1.9%	10.1%
Cc1noc(NS(=O)(=O)c2ccc(N/C=C\C(=O)c3ccc(F)cc3)cc2)c1C	0.9	?	25.6%	1.3%	0.2%	0.4%	-2.7%	4.8%	-5.5%	2.5%	-6.0%
O=c1[nH]c(/C=C/c2cccc([N+](=O)[O-])c2)c([N+](=O)[O-])c(=O)[nH]1	-5.5	8.0%	-0.1%	-6.3%	-4.9%	0.0%	/	-0.4%	0.0%	1.5%	-14.5%
CCC(C(=O)NC1CCN(C)CC1)c1ccccc1 (configuration not stated)	-5.1	11.4%	4.6%	-4.9%	-8.7%	12.5%	-5.0%	1.0%	-0.9%	-2.6%	-24.1%
O=C(O)C1Cc2ccccc2CN1S(=O)(=O)c1ccc2ccccc2c1 (configuration not stated)	6.8	-2.4%	5.0%	4.6%	3.6%	2.1%	8.7%	-0.2%	-5.5%	-1.1%	24.4%
Cc1ccccc1/C=N/N1C(=O)CSC1=S	-2.5	6.3%	3.9%	10.1%	5.6%	-13.6%	-1.5%	8.1%	-0.6%	-3.4%	-20.1%
Cc1c(C(=O)O)c2cc(O)ccc2n1-c1ccccc1	-15.2	-2.0%	-6.3%	17.5%	2.6%	5.8%	-1.3%	?	-1.7%	5.7%	-59.2%[inhibitor]
COc1ccc(C2=CSC3=NNC4(CCCCC4)NN23)cc1	-5.2	?	6.7%	11.6%	0.6%	-0.5%	-14.2%	?	-0.2%	-0.7%	0.0%

High-throughput results deposited in PubChem BioAssay by National Center for Advancing Translational Sciences (NCATS).
